Source: PubChem BioAssay
Hep lipid drop – modulators of hepatic lipid droplet formation; hit rate 0.4% among 240,000; AML12 mouse hepatocytes, oleate lipid droplets, BODIPY imaging; AID 1656; inhibition, % at 6.5 µM;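 active = lipid droplet intensity inhibited by at least 50%, with more than 500 cells counted; inconclusive = wells with under 300 cells, treated as cytotoxic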
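Test system: AML12 mouse liver cells; schedule: overnight exposure; technique: high-content imaging of BODIPY-stained droplets and DAPI nuclei; read-out: % inhibition of corrected integrated BODIPY droplet signal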
Myeloid diff 2 – promotes myeloid progenitor differentiation; ER-HoxA9 myeloid progenitors, lysozyme-GFP differentiation, flow cytometry; calls only at 10 µM; hit rate 1% among 360,000;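 active = normalized GFP-positive differentiation at or above the plate's own cutoff, the solvent-only control mean plus 3 SD; inconclusive = no clear call, values can overlap the other calls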;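 note: cells exposed to compound for four days before flow analysis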
WT yeast gro inh – growth inhibition of WT yeast, mitochondrial fusion screen; inhibition, % at 10 µM; hit rate 2.1% among 190,000; mitochondrial fusion phenotypic screen, WT strain; in the data active = inhibition above about 58%; tested in S. cerevisiae
CSM14.1 death rescue – rescue of cells from ER stress-induced death, primary screen, 384-well, CSM14.1, thapsigargin, ATP luminescence (AID 1222) | 190,000 tested, under 10 active | CSM14.1 thapsigargin-induced death rescue, ATP luminescence; higher % means a stronger effect | one-dose cellular ATP content (survival), % at 20 µM; EC50 in µM for titrated hits;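 active = EC50 below 50 µM in the dose-response confirmation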;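 note: death triggered by thapsigargin at about 15 µM added after 2 h compound pretreatment; cell ATP read after overnight thapsigargin exposure of roughly 18 to 22 hours; normalized against plate controls of thapsigargin alone and 5% DMSO vehicle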
UTI89 phage lysis – inhibition of K1F phage lysis, E. coli UTI89, bacterial capsule biogenesis inhibitors, alamar blue (AID 488966); inhibition, % at 100 µM; hits with a dose series show IC50 in µM; hit rate 0.02% among 340,000; E. coli UTI89 K1F phage lysis, alamar blue, 2 h; higher % means a stronger effect;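 active = phage lysis inhibition, versus mean bacterial control, above a set limit; inconclusive = no clear call, values can overlap the other calls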;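 note: capsule biogenesis inhibitors block K1F phage lysis so surviving cells raise fluorescence; higher fluorescence means more inhibition of phage lysis; actives were called in the ten point dose series up to 300 µM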
PMI inhibitors – MPI enzyme activity inhibition – biochemical, fluorescence intensity, coupled assay, primary screen (AID 1209); inhibition, % at 20 µM, or IC50 in µM where a hit was titrated; purified PMI enzyme, coupled fluorescence intensity; higher % means a stronger effect; hit rate 0.42% among 190,000;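 note: plate controls were DMSO vehicle for no effect and wells lacking substrate for full effect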
TNAP activators – stimulation of alkaline phosphatase TNAP activity – biochemical, luminescent, no phosphate acceptor, uHTS, primary screen (AID 1001) | activation fold at 20 µM; hits with a dose series show EC50 in µM | hit rate 0.03% among 200,000 | purified TNAP, luminescent activation assay, no phosphate acceptor; higher activation fold means a stronger effect; in the data active = activation fold from about 3, or a potency from the dose series; inactive = the rest, 99 in 100 with activation fold below about 1.6; note: many of its hits are not listed in these tables
human PMI inhibitors – MPI inhibition at elevated mannose 6-phosphate – biochemical, fluorescence intensity, high mannose 6-phosphate, primary screen (AID 1220); one-dose inhibition, % at 20 µM; IC50 in µM for titrated hits; recombinant PMI enzyme, coupled fluorescence intensity; higher % means a stronger effect; hit rate 0.66% among 190,000
P. falciparum M1AAP – P. falciparum M1AAP inhibitors, biochemical, fluorogenic H-Leu-NHMec substrate, 1536-well (AID 1445). hit rate 0.42% among 220,000. inhibition, % at 30 µM, or IC50 in µM where a hit was titrated. recombinant M1AAP, H-Leu-NHMec fluorogenic kinetic assay; higher % means a stronger effect;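 active = primary inhibition above the hit cutoff, then over 50% inhibition at one or more dose response concentrations, cut at about 23% in these data, passing the limit was not always enough; inconclusive = conflicting primary data, or primary hits not chosen for dose response; inactive = low primary inhibition, or under 50% at every dose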;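 note: plate controls were DMSO full reaction for no effect and no enzyme background for full effect; strong numbers were not always called active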
WT yeast gro inh mutant strain – second read-out of WT yeast gro inh, no call of its own (marks repeat the call); inhibition, %; mitochondrial fusion phenotypic screen, mutant strain inhibition
Hep lipid drop cells 6.5 µM – recorded beside Hep lipid drop, whose call it bears; cell count; measured here: cell count, cytotoxicity flag;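 cells counted across two imaged fields per well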
Myeloid diff 2 GFP+ MAC1+ % – also measured in Myeloid diff 2; calls as there; GFP+ MAC1+ double positive, %; measured here: differentiation confirmed by MAC1 staining
* = called active by the depositor; i = inactive; ? = inconclusive; nt = no result given; [ ] = dose if it differs, or a comment. Cut-off read from the data, not from the text of the source, unless noted: active = inhibition above about 50%; inactive = the rest.

Below each compound: P. falciparum M1AAP	Myeloid diff 2 GFP+ MAC1+ %	human PMI inhibitors	Hep lipid drop	WT yeast gro inh mutant strain	TNAP activators	PMI inhibitors	Hep lipid drop cells 6.5 µM	WT yeast gro inh	Myeloid diff 2	UTI89 phage lysis	CSM14.1 death rescue
COC(=O)c1sc(S(=O)(=O)N2CCN(c3ccccc3)CC2)c(C(=O)OC)c1C
    1.2%	1.2	10.0%	-23.6	-13.9	1.1	10.7%	602	10.2	i	0.1%	-2.2%
COc1cccc2cc(-c3nnc(SCC(=O)Nc4nc(C)cs4)n3C)oc12
    -1.9%	2.3	3.0%	nt	-12.8	1.1	3.1%	nt	1.8	i	0.6%	0.2%
CN(C)C(=O)C1OC(C)(C)OC1C(=O)N(C)C (stereo unspecified)
    7.3%	5.5	-3.4%	5.6	3.9	1.1	0.5%	812	-10.5	i	0.2%[50 µM]	-0.4%
Cc1cc(NC(=O)COC(=O)c2ccc(S(=O)(=O)N3CCCc4ccccc43)cc2)no1
    -0.7%	nt	9.9%	nt	13.2	1	13.3%	nt	3.6	?	0.9%	-0.7%
NC(=O)c1ccc(Oc2ccc(Cl)c3ccccc23)c([N+](=O)[O-])c1
    8.0%	0.7	5.4%	-14.5	-11.4	1.1	0.9%	617	-1.4	i	-1.1%	-6.9%
CCc1ccc(N2CC(O)=C(c3nc4ccccc4c(=O)[nH]3)C2=N)cc1
    2.6%	0.1	9.6%	4.2	-2.6	1.2	13.4%	685	-8.6	i	0.5%	-2.1%
CCOC(=O)Cn1c(C(=O)OCC)cc2sccc21
    2.5%	6.5	-2.9%	-8.4	5.2	1	-8.1%	719	-7.8	i	-0.9%	-2.9%
Cc1nc2ccc(S(=O)(=O)NC(C(=O)NCc3ccco3)C(C)C)cc2s1 (stereo unspecified)
    1.7%	2.9	-6.7%	3.5	0.4	1.1	-3.9%	694	4.0	i	-2.4%	nt
CCN(CC)CCNc1nc(-c2ccc(OC)cc2)c(-c2ccc(OC)cc2)s1
    3.5%	0.3	nt	-4.7	nt	nt	nt	700	nt	i	0.1%	nt
Cc1sc2ncnc(OCC(=O)N3CC(=O)Nc4ccccc43)c2c1C
    -6.4%	0.5	-13.2%	-52.5	-13.2	1	-19.0%	731	2.7	i	0.1%	-1.3%
CC1CCN(CCNC(=O)CCS(=O)(=O)c2ccc(Br)cc2)CC1
    0.8%	1.1	9.3%	4.2	-1.0	1	8.3%	798	-1.5	i	0.0%	-0.7%
Cn1c2ccccc2c(=O)c2c(=O)n(C3CCCCC3)c(-c3cccs3)nc21
    -2.6%	4.5	-1.4%	0.5	12.0	1	6.0%	810	35.4	i	-0.5%	-0.6%
O=C(O)C(c1ccccc1)N1CCCC1 (stereo unspecified)
    7.8%	1.2	-18.6%	7.4	-6.9	1.1	-16.5%	718	-19.3	i	-0.1%	0.2%
O=S(=O)(c1ccccc1)N(CC(O)CN1CCCCC1)c1ccccc1 (stereo unspecified)
    0.7%	0.5	-8.2%	nt	-9.9	1.1	0.5%	nt	-1.1	i	2.4%	-1.6%
CCOC(=O)N1CCN(C(=O)c2ccc(NS(=O)(=O)c3ccc(F)cc3)cc2)CC1
    2.1%	0.1	-11.4%	-3.4	-18.2	1	-6.7%	640	-8.6	i	-0.1%	1.0%
COc1cccc(C(=O)N2CCN(Cc3nc(CC4CC4)no3)CC2)c1
    0.4%	0.6	nt	-3.6	nt	nt	nt	681	nt	i	0.0%	nt
CCOC(=O)c1ccc(NS(=O)(=O)c2ccc3[nH]c(=O)[nH]c3c2)cc1
    8.7%	1.2	11.5%	3.5	-12.3	0.6	43.8%	688	-11.1	i	-0.4%	-2.4%
Cc1oc(-c2ccccc2)cc1C(=O)Nc1ccccc1
    1.0%	0.7	0.5%	-1.1	4.3	1.1	5.2%	730	0.2	i	1.0%	-1.7%
CCN(CC)S(=O)(=O)c1cccc(NC(=O)CN(C)Cc2cccc(OC)c2)c1
    4.4%	0.1	nt	-27.1	nt	nt	nt	694	nt	i	0.3%[50 µM]	nt
CCOC(=O)C(C(=O)Nc1nccs1)C1CCCCC1 (stereo unspecified)
    4.8%	1.1	2.4%	nt	2.9	1	-0.4%	nt	-11.5	i	1.0%	1.3%
Cc1cccc(N=C2NC(=O)CS2)c1
    13.8%	0.9	-2.9%	nt	-2.1	0.5	-3.9%	nt	-12.7	i	1.3%	2.4%
O=C(CNC(=O)c1ccccc1)NCCc1nc2ccccc2[nH]1
    1.9%	1.4	2.0%	-20.2	-0.4	1.1	4.1%	737	33.3	i	1.4%	-2.6%
O=c1c2cc(NC(=S)NCc3cccnc3)ccc2nc2n1CCCCC2
    5.8%	1.0	1.2%	5.5	-2.4	1.1	0.3%	664	-2.1	i	0.8%	1.1%
Cc1cc(NC(=O)CN2CCOCC2)n(-c2nc3ccccc3s2)n1
    1.8%	nt	7.6%	9.7	1.7	1.1	16.2%	813	5.1	nt	nt	-0.5%
CC1(C)CCCN(Cc2c(O)ccc3c(=O)c(-c4nc5ccccc5s4)c(N)oc23)C1
    -0.8%	0.1	nt	-8.1	nt	nt	nt	739	nt	i	0.5%	nt
Cc1cc(C)n(-c2nnc(Cl)c3ccccc23)n1
    7.4%	0.7	5.6%	-0.7	-0.7	1	7.6%	741	-6.0	i	-0.1%	1.0%
CCCC(=O)N(C)c1nnc(-c2ccc(OC)cc2)s1
    9.0%	0.5	4.3%	nt	0.4	0.9	2.7%	nt	-10.0	i	3.6%	-2.9%
Cc1[nH]c2ccccc2c1/C=N/NC(=O)Nc1ccccc1
    0.4%	0.3	-7.2%	9.9	-3.9	1.1	-20.8%	664	-3.3	i	0.2%	-0.8%
COc1ccc(N2CCN(S(=O)(=O)c3ccc(-n4cnnn4)c(C)c3)CC2)cc1
    -3.0%	0.6	-0.2%	-0.4	-20.9	1	4.8%	582	-4.0	i	4.0%	0.6%
CCOC(=O)c1oc2cc(O)cc(C)c2c(=O)c1-c1cscn1
    7.8%	0.3	11.5%	-8.9	24.0	1.1	13.5%	716	5.9	i	0.1%	-3.9%

Single records (already shown). Values in the order: P. falciparum M1AAP | Myeloid diff 2 GFP+ MAC1+ % | human PMI inhibitors | Hep lipid drop | WT yeast gro inh mutant strain | TNAP activators | PMI inhibitors | Hep lipid drop cells 6.5 µM | WT yeast gro inh | Myeloid diff 2 | UTI89 phage lysis | CSM14.1 death rescue
Listed for Cn1c2ccccc2c(=O)c2c(=O)n(C3CCCCC3)c(-c3cccs3)nc21 : -2.6% | 4.5 | -1.4% | 0.5 | 12.0 | 1 | 6.0% | 810 | 35.4 | i | -0.5% | -0.6%
Listed for CC1CCN(CCNC(=O)CCS(=O)(=O)c2ccc(Br)cc2)CC1 : 0.8% | 1.1 | 9.3% | 4.2 | -1.0 | 1 | 8.3% | 798 | -1.5 | i | 0.0% | -0.7%

Back to the main list; the 3 compounds before the break are reprinted first.
Below each compound: P. falciparum M1AAP	Myeloid diff 2 GFP+ MAC1+ %	human PMI inhibitors	Hep lipid drop	WT yeast gro inh mutant strain	TNAP activators	PMI inhibitors	Hep lipid drop cells 6.5 µM	WT yeast gro inh	Myeloid diff 2	UTI89 phage lysis	CSM14.1 death rescue
Cc1[nH]c2ccccc2c1/C=N/NC(=O)Nc1ccccc1
    0.4%	0.3	-7.2%	9.9	-3.9	1.1	-20.8%	664	-3.3	i	0.2%	-0.8%
COc1ccc(N2CCN(S(=O)(=O)c3ccc(-n4cnnn4)c(C)c3)CC2)cc1
    -3.0%	0.6	-0.2%	-0.4	-20.9	1	4.8%	582	-4.0	i	4.0%	0.6%
CCOC(=O)c1oc2cc(O)cc(C)c2c(=O)c1-c1cscn1
    7.8%	0.3	11.5%	-8.9	24.0	1.1	13.5%	716	5.9	i	0.1%	-3.9%
CCOC(=O)Cc1csc(NC(=O)CCNS(=O)(=O)c2ccc3c(c2)CCC(=O)N3)n1
    3.0%	1.0	-2.9%	nt	12.9	1.1	-0.9%	nt	7.8	i	0.8%	0.4%
O=C(CSc1nc(-c2cccs2)cc(C(F)(F)F)n1)NCc1ccccc1
    1.0%	2.9	2.3%	-4.4	21.2	1	4.9%	773	13.1	i	6.2%	-4.4%
Cc1ccc([N+](=O)[O-])cc1S(=O)(=O)NCCc1c(C)[nH]c2ccccc12
    7.9%	0.7	10.0%	-8.7	-19.1	1	20.7%	645	1.8	i	-3.3%	14.5%
COc1ccc2c(c1OC)C(=O)OC2Nc1nc(-c2cc3cc([N+](=O)[O-])ccc3oc2=O)cs1 (stereo unspecified)
    11.5%	0.3	-1.9%	4.3	5.3	0.7	0.7%	637	8.7	i	0.1%	-0.8%
COc1ccc2cc(CCNC(=O)CC(C)(C)C)c(=O)[nH]c2c1
    4.1%	3.8	-15.1%	25.6	0.7	1.1	-13.3%	695	-10.1	i	2.0%[50 µM]	2.7%
CCCC(=O)NC(=S)Nc1ccccc1F
    13.9%	0.9	-6.7%	nt	20.7	0.8	-9.4%	nt	8.5	i	0.3%	-1.1%
Cc1ccc(S(=O)(=O)NNC(=O)Nc2cccc3ccccc23)cc1
    1.7%	0.8	11.7%	2.5	-9.0	1.1	2.5%	644	3.4	i	-0.2%	-3.8%
COc1ccc(COCC(O)CN2CCC(CN3C(=O)c4cccc5cccc(c45)C3=O)CC2)cc1OC (stereo unspecified)
    7.7%	0.8	-24.8%	-36.6	18.5	1	-23.1%	645	-12.8	i	2.8%	6.0%
COc1ccc(C(C(=O)NC2CCCCC2)N(CC2CCCO2)C(=O)C2COc3ccccc3O2)cc1OC (stereo unspecified)
    1.1%	1.8	-8.2%	nt	0.9	1.2	-12.6%	nt	-15.2	i	0.3%	-4.4%
COC(=O)c1ccc(Cn2c(O)c(N=O)c3ccccc32)o1
    -1.0%	1.0	4.7%	nt	0.6	1.1	7.1%	nt	-1.6	i	4.5%	-1.3%
O=C(NCCCn1ccnc1)C(=O)NCC(c1ccco1)N1CCN(c2ccccc2)CC1 (stereo unspecified)
    8.4%	0.2	-1.7%	-0.1	15.7	1.1	-1.2%	705	1.1	i	0.3%	nt
COc1ccc(Nc2cc(Cl)ccc2C(=O)O)cn1
    9.9%	0.9	nt	-0.2	nt	nt	nt	845	nt	i	0.1%	nt
COC(=O)c1cccc(C#CC(NP(=O)(c2ccccc2)c2ccccc2)c2ccccc2)c1 (stereo unspecified)
    2.8%	0.2	nt	2.0	nt	nt	nt	692	nt	i	0.4%	nt
O=C(O)c1ccc(-c2ccccc2Cl)o1
    8.7%	0.0	nt	nt	15.6	nt	nt	nt	7.5	i	-1.0%	nt
